Pf gametocyte = late stage P. falciparum gametocyte viability inhibitors, primary screen, ATP luminescence, HTS. P. falciparum stage V gametocytes, 24 h. inhibition, % at 10.9 µM. 150,000 tested, 0.065% active. AID 743093, 2013;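 active = inhibition above the mean plus 3 SD of compounds within the control limits, set per campaign, cut at about 38% in these data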;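 note: 0% = DMSO wells and 100% = medium only without gametocytes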
Numbers without * were called inactive. The list is partial; the hit share may differ from the screen's.

smiles,Pf gametocyte
COc1ccc(Cc2nc3ccc(C(=O)N(C)CCO)cc3o2)cc1,5
COc1ccc(CC(O)COS(N)(=O)=O)cc1 (stereo not drawn),4
O=C(O)CNS(=O)(=O)c1ccc2c3c(cccc13)C(=O)N2,10
COc1ccc(S(=O)(=O)N2CCN(Cc3cc(OC)c(O)c(OC)c3)CC2)cc1,-23
CCNC(=S)N1CCN(c2nc(CC)nc3sc4c(c23)CCCC4)CC1,11
O=C1CSC(=Nc2cccc(C(=O)O)c2)N1,6
OCC[C@@H]1C[C@H](O)[C@@H](O)[C@@]2(Cc3ccccc3O2)O1,-4
Cc1cccc(CN2[C@@H](CC(C)C)COCCS2(=O)=O)c1,0
COc1ccc(NC(=O)CSc2nnnn2-c2ccccc2F)cc1,8
Cn1c(COc2ccccc2)nc2ccccc21,-1
C[C@@H](O)[C@H]1O[C@]2(C)CCC[C@H]1O2,-35
CCOC(=O)C1(Cc2cccc(OC)c2)CCCN(CCO)C1 (stereo not drawn),-14
CC1CN(Cc2nc3c(c(=O)n(C)c(=O)n3C)n2CCCc2ccccc2)CC(C)O1 (stereo not drawn),15
Cn1c(=O)c(S(=O)C2CCCCC2)c(O)c2ccccc21 (stereo not drawn),-1
OCc1cccc[n+]1CCc1ccccc1,-1
CCCOc1ccc(/C=C/C(=O)N2CCOCC2)cc1,-3
COc1ccc(-c2nn(-c3ccccc3)cc2C(=O)O)cc1N,-20
COc1ccc([C@H]2CC(=O)C=C(c3ccccc3OC)C2)cc1OC,11
O=C(NC1CCCN(CCc2ccccc2)C1)c1c(F)cccc1F (stereo not drawn),3
O=c1oc(CCCO)cc2ccc(C#CC3(O)CCCCC3)cc12,-4
CCOC(=O)[C@H]1[C@H]2COc3ccc(Cl)cc3[C@@H]2N2C(=O)c3cc(F)ccc3NC(=O)[C@@]12C,1
CC(NC(=O)c1cc2ccccc2oc1=O)c1ccccc1 (stereo not drawn),-6
O=C(c1cccc(Cl)c1)N1CCN(Cc2ccc3c(c2)OCO3)CC1,14
COc1cccc(NC(=O)Cc2ccc3ccccc3c2)c1,-4
CC1CCN(C(=O)c2[nH]cnc2C(=O)N[C@@H](Cc2ccccc2)C(=O)OC(C)(C)C)CC1,24
Cc1ccc(NC(=O)CN2C(=O)c3ccccc3C2=O)c(C)c1,6
Cc1cccc(N2C(=O)N3[C@@H]4c5ccccc5OC[C@@H]4[C@@H](c4ccccc4)[C@@]3(C)C2=O)c1,15
CCN1CCN(c2nc3c(c(=O)[nH]c(=O)n3C)n2Cc2ccccc2)CC1,7
Cc1nc(SCc2ccccc2)n[nH]1,3
Cc1ccc(CC(=O)NC2CCN(Cc3ccccc3)CC2)cc1,20
COC(=O)c1ccc(S(=O)(=O)N2CCc3ccccc32)cc1,20
COc1cc2c(cc1C1C(C#N)=C(N)OC3=C1C(=O)CC(C)(C)C3)OCO2 (stereo not drawn),-12
CC(C)C[C@@H](CC#N)N1CCN(Cc2ccccc2)CCC1=O,12
CCOc1cc(C(=O)NCC(C)(C)CNC(=O)c2cc(OCC)c(OCC)c(OCC)c2)cc(OCC)c1OCC,8
O=C(NCc1cccc(C(F)(F)F)c1)C1CC2Cn3c(nc4ccccc43)C2N1Cc1ccccc1 (stereo not drawn),8
COc1cc(CNc2ccc3[nH]c(=O)[nH]c3c2)ccc1OCc1ccccc1F,-13
COc1ccc(C2C(C(C)=O)=C(C)N=c3s/c(=C\c4ccc5c(c4)OCO5)c(=O)n32)c(OC)c1 (stereo not drawn),14
Cc1ccc(Cl)cc1N(CC(=O)NC(C)c1ccccc1)S(C)(=O)=O (stereo not drawn),-18
C#CCOCCOCCOCCNc1nc(N2CCN(C(=O)CCCCCCCCCCNC(=O)[C@@H](CCSC)n3cc(CCO)nn3)CC2)nc(N2CCN(C(=O)CCCCCCCCCCNC(=O)[C@@H]([C@H](C)O)n3cc(C)nn3)CC2)n1,2
COc1ccc(-c2cn(CCC(=O)O)c(-c3ccc(Cl)nc3)n2)cc1,-43
CCOC(=O)c1sc(NC(=O)CCc2ccccc2)nc1C,0
Cc1cc(N2CCN(C(=O)Nc3ccccc3C#N)CC2)c2ccccc2n1,0
O=Cc1ccccc1OCc1ccc2c(c1)OCO2,0
COc1ccc(CCN2C(=O)C(C)=C(C)C2=O)cc1OC,-7
C[C@H](CO)N1C[C@H](C)[C@@H](CN(C)C(=O)NC2CCCCC2)Oc2ccc(NC(=O)Nc3ccccc3)cc2C1=O,-4
CN1C(=O)c2cccc3c(S(N)(=O)=O)ccc1c23,5
COC(=O)C1=NN(C(=O)c2ccccc2)C(O)(c2ccc([N+](=O)[O-])cc2)C1 (stereo not drawn),11
O=C(Nc1ccc2[nH]ncc2c1)c1ccccc1Br,21
O=C(O)C1C2CCC(O2)C1C(=O)Nc1ccc(F)c(Cl)c1 (stereo not drawn),14
O=C1OC[C@@H]2CCCN2C(=O)[C@@H](CC(=O)N(CCO)Cc2ccccc2)C/C=C\C[C@@H]1Cc1ccc(F)cc1,21

The list continues:
smiles,Pf gametocyte
O=c1[nH]c(=S)[nH]c2scc(-c3ccc(Br)cc3)c12,0
O=C(NCCc1ccccc1)C1CCC(Cn2c(=O)c3ccccc3n(Cc3cccc(Cl)c3)c2=O)CC1 (stereo not drawn),-230
Cc1nnc(Nc2ccc(S(N)(=O)=O)cc2)c2ccccc12,-36
CCOCCCNC(=O)c1ccc(OC)c(OC2CCN(C(C)C)CC2)c1,-4
OCC[C@H]1C[C@H](O)[C@@H](O)[C@]2(CCCc3ccccc3O2)O1,-6
COC/C=C/C1=CC2=CC(=O)C(C)(OC(=O)c3cnc4ccccc4n3)C(=O)C2=CN1C1CC1 (stereo not drawn),-6
COc1ccc(CN2CCC(C(=O)c3ccc(Cl)cc3)CC2)cc1,13
CCCOc1cccc(C(=O)Nc2cccc3ncccc23)c1,-7
Cn1c(=O)c(C(=O)NCCc2ccc(Cl)cc2)c(O)c2ccccc21,3
CCOC(=O)C(Cc1c[nH]c2ccccc12)NC(=O)c1ccccc1Br (stereo not drawn),15

Next part, starting with the last 2 of the part before.
smiles,Pf gametocyte
Cn1c(=O)c(C(=O)NCCc2ccc(Cl)cc2)c(O)c2ccccc21,3
CCOC(=O)C(Cc1c[nH]c2ccccc12)NC(=O)c1ccccc1Br (stereo not drawn),15
Cc1cc(C)cc(OCCn2ccnc2)c1,-6
COc1ccc(OC)c(/C=N/NC(=O)C(O)c2ccccc2)c1 (stereo not drawn),11
CCOC(=O)c1c(-c2ccccc2)oc2ccc(O)cc12,4
C=C(C(=O)Oc1c(C(C)(C)C)cccc1C(C)(C)C)c1ccccc1,-10
Cc1cc(Cl)ccc1N(CC(=O)NCc1ccccc1)S(C)(=O)=O,4
c1ccc(-c2nc(C3CCCCC3)c3sccc3n2)cc1,-29
O=C(NC1CCCCC1)c1cccc2c1C(=O)c1ccc(N3CCC(Cc4ccccc4)CC3)cc1S2(=O)=O,19
O=C1C(=O)N(CCCn2ccnc2)C(c2cccnc2)/C1=C(/O)c1ccc(F)cc1 (stereo not drawn),15
[N-]=[N+]=NC[C@H](Cc1ccccc1)N1CC[C@@H](NC(=O)OCc2ccccc2)CCC1=O,21
NC1=NC(=O)/C(=C\c2ccc(-c3ccc(Cl)cc3)o2)S1,-5
Cc1ccc(SCC(=O)NCc2ccccc2)cc1,6
Cc1ccc(OCC(=O)Oc2ccc(C)c(C)c2)cc1,14
O=c1[nH]c(=S)n(-c2ccc(Br)cc2)c2ncccc12,-17
COc1ccc(SC[C@H](C)CN2CC[C@H](NC(=O)OCc3ccccc3)CCC2=O)cc1,-8
CCCNC(=S)NC1CC2CCCC(C1)N2Cc1ccc(F)cc1 (stereo not drawn),16
COc1ccc(-c2c(-c3cc(OC)cc(OC)c3)n(C)c3ccc(-c4ccc(N(C)C)nc4)cc23)cc1,2
CCC/C(C#CCCN1C(=O)c2ccccc2C1=O)=C1/c2ccccc2C(=O)N1c1ccccc1,17
COc1ccc(N(CC(=O)N2CCOCC2)S(C)(=O)=O)cc1,-33
O=C(O)c1cc(O)ccc1NC(=O)C1CCCO1 (stereo not drawn),12
CCC(CO)Oc1cc(NCc2ccccc2Cl)c2ncn(C(C)C)c2c1 (stereo not drawn),-38
COc1ccccc1NC(=O)CCCCCN1C(=O)c2cccc([N+](=O)[O-])c2C1=O,-3
COC(=O)c1ccc2c(C)c(C(C)(C)O)[nH]c2c1,9
O=C(O)c1ccc2c(c1)C(=O)N(c1ccc([N+](=O)[O-])cn1)C2=O,8
CCC/C=C1/CCCOC(C(=O)NCc2ccccn2)(C(F)(F)F)C1 (stereo not drawn),3
COc1cc(C(=O)N2CCN(Cc3ccc4c(c3)OCO4)CC2)c([N+](=O)[O-])cc1OC,14
Nc1ccc[n+](CC(=O)c2ccccc2)c1,2
CCOC(=O)[C@@H]1[C@H]2COc3cc(OC)ccc3[C@@H]2N2C(=O)N(c3ccc(C)cc3)C(=O)[C@@]12C,10
O=c1[nH]c(/C=C\c2cccc(Cl)c2)nc(O)c1[N+](=O)[O-],-11
COc1ccc(C(=O)c2c3ccc([N+](=O)[O-])cc3[n+]([O-])n2CCCN)cc1,2
Cc1ccc(C)c(NC(=O)C2CCCC2)c1,19
COc1ccc(-c2ccc3c(c2)c(C#Cc2ccsc2)c(-c2cc(OC)cc(OC)c2)n3C)cc1,27
NS(=O)(=O)c1cccc(NC(=O)c2cccc3c(Br)cccc23)c1,-10
CC1CN(Cc2nc3c(c(=O)n(C)c(=O)n3C)n2CCc2ccccc2)CC(C)O1 (stereo not drawn),19
COc1cc(OC)cc(C(=O)NCCCCNC(=O)c2cc(OC)cc(OC)c2)c1,-10
CCOc1cc(C(=S)N2CCCC2)ccc1OCc1ccccc1,-3
N#CN/C(=N\S(=O)(=O)c1ccccc1)c1ccccc1,7
COc1ccc(C(=S)N2CCCC2)cc1Br,-19
CCn1c(/C=C/c2ccccc2F)nc2ccccc2c1=O,7
CCCCNC(=O)O[C@H]1C[C@@H]2CCN3C(=O)CCC[C@H]([C@H]1Cc1ccccc1)[C@H]23,-21
COc1ccc(S(=O)(=O)N2CCN(C(=O)c3ccco3)CC2)cc1C(C)(C)C,12
CC1(C)Nc2ccccc2C(=O)N1c1ccc(Br)cc1,2
CC(C)CC(=O)Nc1ccc(S(=O)(=O)Nc2nccs2)cc1,-4
Cc1ccc(C)c(N2CCN(C(=O)C3CCC3)CC2)c1,7
C=CCc1c(C)nc2cc(-c3ccccc3)[nH]n2c1=O,-7
COc1ccc(C2=CC(=O)C[C@H](c3ccc(OC)c(OC)c3)C2)cn1,5
Cc1cc(N2CCN(c3ccc(C(F)(F)F)cc3[N+](=O)[O-])CC2)c2ccccc2n1,-26
O=C1C(Cc2ccccc2)Nc2ncnc(N3CCOCC3)c2N1Cc1ccc(Cl)cc1 (stereo not drawn),-30
N#Cc1ccccc1-c1ccccc1C(=O)N1CCCCC1,-10
C[C@@H]1CCC[C@]2(O[C@@H](CCO)C[C@@H](O)[C@@H]2O)O1,3
O=C(NC12CC3CC(CC(C3)C1)C2)c1cc(F)c(F)cc1Cl,7

4 entries from above, with each value named.
SMILES: Cc1cccc(N2C(=O)N3[C@@H]4c5ccccc5OC[C@@H]4[C@@H](c4ccccc4)[C@@]3(C)C2=O)c1
  Pf gametocyte = 15
SMILES: C[C@@H]1CCC[C@]2(O[C@@H](CCO)C[C@@H](O)[C@@H]2O)O1
  Pf gametocyte = 3
SMILES: N#Cc1ccccc1-c1ccccc1C(=O)N1CCCCC1
  Pf gametocyte = -10
SMILES: Cc1nnc(Nc2ccc(S(N)(=O)=O)cc2)c2ccccc12
  Pf gametocyte = -36

Later entries:
smiles,Pf gametocyte
COc1ccc(NC(=O)c2c(C)nn(-c3ccccc3)c2Cl)cc1,6
CC(C)C[C@H]1CN=C(Nc2ccccc2)N1CCc1ccc(F)cc1,-16
Cn1c(-c2ccccc2)cnc1NCc1ccccc1,15
OCc1ccc2c(c1)c(-c1ccc3c(c1)OCCO3)c(-c1ccccc1)n2-c1ccccc1,3
CCC1=C([N+](=O)[O-])C(c2ccc3c(c2)OCO3)NC(=O)N1 (stereo not drawn),-10
O=C(N/N=C/c1ccc(F)cc1)c1ccncc1,5
O=C1C2CCCN2C(=O)N1CCN1CCN(c2cccc(C(F)(F)F)c2)CC1 (stereo not drawn),11
Cc1ccc(S(=O)(=O)Nc2ccccc2C(=O)N2CCCCCC2)cc1,5
COc1ccc(Cc2c(O)nc(SCC(C)C)[nH]c2=O)cc1,10
CCC(c1nnc(SCC(=O)NCC2CCCO2)n1Cc1ccccc1)N(C)C (stereo not drawn),-38
C[C@H](NCc1c[nH]c2ccccc12)c1ccccc1,12
CCCc1ccc2oc(C(=O)N3CCCC3)c(C)c2c1,4
O=C(Cc1ccc(Br)cc1)NCCCn1ccnc1,9
CN1C[C@@H]2[C@@H]3C(=O)N(Cc4ccccc4)C(=O)[C@@H]3[C@](C)(C1=O)N2C(=O)c1ccc(F)cc1,2
CCOc1ccccc1C(=O)Nc1c[nH]c(=O)[nH]c1=O,22
CC1=C(N2CCCCC2)CCC1=O,1
CCOc1cc(/C=C2\C(=N)N3N=C(C)SC3=NC2=O)ccc1OCCOc1ccccc1,-12
COCC(=O)NC1CC(C)(C)Cc2c1cnn2-c1ccc(F)cc1 (stereo not drawn),-15
O=C(NCc1ccccc1)c1nc[nH]c1C(=O)N1CCc2ccccc2C1,-8
O=C1c2ccccc2NC(c2ccc(Br)o2)N1O (stereo not drawn),10
